APOBEC3G inh: blocks human APOBEC3G single-stranded DNA deamination; recombinant A3G, ssDNA deamination FAM/TAMRA fluorescence; inhibition, % at 20 µM; 0.28% of 330,000 active;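 active = inhibition of at least 40% at 20 µM, with no more than 30% in the related APOBEC3A deaminase screen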;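 also: plate controls were DMSO wells with A3G for no effect and wells lacking A3G enzyme for full effect; some compounds called inactive have numbers as strong as hits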
Target sequence (Q9HC16 whole entry, looked up): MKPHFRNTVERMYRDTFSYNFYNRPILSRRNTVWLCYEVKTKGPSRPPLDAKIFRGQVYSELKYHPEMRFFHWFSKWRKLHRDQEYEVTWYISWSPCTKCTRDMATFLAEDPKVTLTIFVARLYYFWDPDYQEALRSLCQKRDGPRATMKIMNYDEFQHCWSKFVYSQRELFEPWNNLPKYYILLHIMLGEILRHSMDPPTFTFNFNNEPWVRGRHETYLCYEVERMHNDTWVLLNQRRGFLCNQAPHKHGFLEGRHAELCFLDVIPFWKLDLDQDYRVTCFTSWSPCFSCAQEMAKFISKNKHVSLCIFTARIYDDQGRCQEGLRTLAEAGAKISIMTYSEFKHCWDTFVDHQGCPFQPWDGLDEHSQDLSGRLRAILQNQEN
APOBEC3A inh: blocks human APOBEC3A ssDNA deamination; P31941; recombinant A3A, FAM/TAMRA ssDNA deamination fluorescence; inhibition, % at 20 µM; 0.41% of 330,000 active; AID 493011;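 active = at least 40% inhibition at 20 µM here, with at most 30% in a related deaminase screen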;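 also: plate controls were A3A with DMSO for no effect and wells lacking A3A enzyme for full effect; some results filed as inactive read as strong as hits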
Target sequence (P31941 whole entry, looked up): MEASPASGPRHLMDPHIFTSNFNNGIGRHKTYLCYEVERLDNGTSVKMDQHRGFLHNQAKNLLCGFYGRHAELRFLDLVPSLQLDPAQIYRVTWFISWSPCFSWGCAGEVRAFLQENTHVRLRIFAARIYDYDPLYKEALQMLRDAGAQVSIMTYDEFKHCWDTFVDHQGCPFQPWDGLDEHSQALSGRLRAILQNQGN
SENP1 FRET inh: SENP1 (human) catalytic domain inhibition. Q9P0U3. recombinant SENP1 catalytic domain, CyPet-SUMO1-YPet FRET cleavage. inhibition, % at 10 µM. 0.21% of 360,000 active. AID 624204;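 active = inhibition at least 30% at 10 µM, raw YFP signal under a set limit, fluorescence ratio 0.5 to 1.5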;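 also: 0% = enzyme with DMSO and 100% = no enzyme wells; some results filed as inactive read as strong as hits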
Target sequence (Q9P0U3 419-644 limits assumed): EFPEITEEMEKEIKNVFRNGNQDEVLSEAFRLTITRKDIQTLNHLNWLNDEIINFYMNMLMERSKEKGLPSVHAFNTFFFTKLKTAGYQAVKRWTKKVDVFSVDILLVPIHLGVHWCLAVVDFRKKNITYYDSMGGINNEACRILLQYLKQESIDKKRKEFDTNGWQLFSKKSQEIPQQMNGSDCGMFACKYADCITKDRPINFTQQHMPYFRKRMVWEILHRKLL
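material = recombinant human SENP1 catalytic domain, His6-tagged | quantity = 20 pM enzyme | reagent = 25 nM SUMO1 FRET substrate | compound dosing = 10 µM single point, 0.5% DMSO | timing = 50 min enzyme reaction, room temperature, light-protected | detection = FRET, CFP and YFP emission | control set = no-enzyme low, enzyme-DMSO high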
mIAP activ: increases mouse intestinal alkaline phosphatase activity; muIAP, CDP-Star luminescence, 30 min; stronger effect = higher value; 1 = vehicle-only enzyme signal, 0 = enzyme-free wells; activation factor at 10 µM; 0.24% of 330,000 active; AID 2805;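 active = activation factor of at least 2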; also: the source names both 10 and 20 µM as test concentration; values of inactives mirror those of a sister screen read the other way
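Assay system: mouse IAP enzyme / Compound: DMSO-dissolved test compounds / Timing: 30 min, room temperature / Measured by: luminescence from enzymatic CDP-Star hydrolysis / Control set: DMSO-only wells, enzyme-free buffer wells as negative control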
MIN6 prolif: inducers of beta-cell replication in MIN6 cells. MIN6 cells proliferation, ATPlite luminescence, 48 h; cells starved in 0.2% serum; 100% = growth in 10% serum. 0.29% of 330,000 active. AID 2380. proliferation, % at 10 µM;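 active = compounds whose signal lies at least 3.5 SD above the mean of all wells on their plate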;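 also: 0% = DMSO-treated cells in low-serum medium and 100% = 10% serum control; some compounds called inactive have numbers as strong as hits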
hIAP activ: increases human intestinal alkaline phosphatase activity | activation factor at 10 µM | 0.16% of 330,000 active | P09923 | purified human IAP, CDP-Star luminescence, 30 min; stronger effect = higher value; 1 = vehicle-only enzyme, 0 = enzyme-free background;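 active = activation factor of the enzyme at least 2-fold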; also: the source names both 10 and 20 µM as test concentration; values of inactives mirror those of a sister screen read the other way
hIAP inh: blocks human intestinal alkaline phosphatase | inhibition, % at 10 µM | AID 2544 | P09923 | 0.12% of 330,000 active | purified IAP, CDP-Star luminescence, 30 min;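 active = inhibition reaching a set limit with compound at 10 µM in the primary screen, cut at about 35% in these data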;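 also: plate controls were DMSO wells with enzyme for no effect and no-enzyme buffer wells for full effect; values of inactives mirror those of a sister screen read the other way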
NLRP3 yeast inh: inhibitors of NALP3 inflammasome in yeast. Yeast reconstituted NLRP3/ASC/caspase-1, beta-gal luminescence, 24 h. inhibition, % at 10 µM. 0.39% of 330,000 active. AID 2825;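 active = inhibition of 50% or more; inactive = inhibition below 50%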;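 also: plate controls were induced DMSO wells for no effect and uninduced yeast grown without galactose for full effect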
mIAP inh: mouse IAP inhibition; purified mouse IAP, CDP-Star luminescence, 30 min; inhibition, % at 10 µM; 0.2% of 330,000 active;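 active = inhibition of at least 40% at 10 µM in the primary screen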;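 also: plate controls were DMSO with enzyme for no effect and no enzyme wells for full effect; values of inactives mirror those of a sister screen read the other way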
Numbers without * were called inactive; . = not tested or not shown. This is a subset; count on the stated rates, not on these rows.

SMILES | APOBEC3G inh | APOBEC3A inh | SENP1 FRET inh | mIAP activ | MIN6 prolif | hIAP activ | hIAP inh | NLRP3 yeast inh | mIAP inh
O=S(=O)(NC(=S)NC1CCCCC1)c1ccc(Br)cc1 | 6 | 1 | 3 | 1.1 | -2 | 1.1 | -9 | 19 | -7
COc1ccc2cc(Br)ccc2c1CC(=O)NC(C)(C)C | -4 | 5 | 1 | 1.1 | 0 | 1 | -5 | 30 | -7
Cc1ccccc1C(=O)Nc1nc(-c2cccnc2)cs1 | 10 | -4 | -23 | 0.94 | -1 | 1.1 | -9 | 12 | 6
COc1ccc(C(=O)COC(=O)CCN2C(=O)C3CC=CCC3C2=O)c(OC)c1 (stereo not given) | 2 | 2 | 2 | 1 | -1 | 1.1 | -8 | 5 | -4
COCCCNC(=S)NNC(=S)Nc1ccc(F)cc1F | 55* | -1 | 2 | 0.94 | -3 | 1.3 | -33 | 12 | 6
O=C(O)c1ccc(NC(=O)c2ccc(Cl)cc2)c(NC(=O)c2ccc(Cl)cc2)c1 | -2 | -1 | 0 | 1 | -2 | 1 | -4 | 19 | 0
CC1=C(C(=O)Nc2cccc(C(=O)N3CCN(c4cccc(C(F)(F)F)c4)CC3)c2)SCCO1 | 0 | -2 | -1 | 1 | -5 | 0.87 | 13 | 14 | 0
Cc1cc(C)n2nc(C(=O)Oc3ccc4c(c3)OCO4)nc2n1 | -4 | 0 | -3 | 0.95 | -2 | 0.83 | 17 | -9 | 5
COC(=O)c1ccccc1NC(=S)N1CCC(N2CCCCC2)CC1 | -1 | 1 | 2 | 1.1 | -1 | 0.93 | 7 | 7 | -10
CN(Cc1ccccc1)C(=O)c1ccccc1Br | -3 | 4 | 2 | 1 | 0 | 1 | -2 | 0 | -2
COc1ccc(CCNC(=O)c2oc3ccccc3c2C)cc1 | -9 | -4 | 1 | 0.97 | 5 | 0.84 | 16 | 1 | 3
c1ccc2c(c1)CCN(c1nc3cc4c(cc3s1)OCO4)C2 | -6 | -1 | -80 | 0.97 | -5 | 1.1 | -12 | 56* | 3
Cc1c(C=O)c2ccccc2n1CCOc1ccccc1 | 2 | -2 | 2 | 0.98 | -2 | 0.95 | 5 | 29 | 2
CCCNC(=O)c1onc(CSc2cccc(OC)c2)c1C(=O)NCCC | -5 | 9 | 0 | 1 | 0 | 1 | -1 | 16 | -1
Cc1cccc(C)c1NC(=O)C(C)c1ccc(-c2ccccc2)c(F)c1 (stereo not given) | 0 | -1 | 4 | 1.5 | -7 | 1.2 | -18 | 13 | -48
CC(C)CCNC(=O)CN(Cc1ccc2c(c1)OCO2)C(=O)Cn1nnc(-c2cccs2)n1 | -6 | -3 | 1 | 1.5 | 1 | 0.99 | 1 | 4 | -53
O=C1CC(C(=O)Nc2cccc(F)c2)n2c(nc3ccccc32)N1 (stereo not given) | -4 | 3 | 1 | 2 | 1 | 1.8 | -82 | -6 | -100
CCCOC(=O)c1c(-c2ccc(OC)cc2)oc2ccc(-c3ccc(OC)nc3)cc12 | -1 | 1 | 0 | 1 | -2 | 0.95 | 5 | 13 | -5
O=C1C[C@H]2CCCCC(=O)N3CC[C@@H](C1)[C@@H]23 | 0 | 2 | 0 | 0.95 | . | . | . | . | 5
O=C(CSc1ccccc1C(=O)O)NCc1ccco1 | -11 | -5 | -1 | 1.1 | -2 | 1 | -2 | 12 | -8
O=C(c1ccccc1)N1CCN(c2nc3ccc([N+](=O)[O-])cc3s2)CC1 | 10 | -1 | -5 | 1.1 | -4 | 0.98 | 2 | -3 | -5
COc1ccccc1/C=C(/CC(=O)NCc1ccc2c(c1)OCO2)c1nc2ccccc2s1 | -2 | 4 | -3 | 1 | -4 | 1 | -4 | 3 | -3
COc1ccc(/C=N/Nc2ncnc3c2[nH]c2ccccc23)c(OC)c1OC | -1 | 0 | -11 | 0.91 | -1 | 1 | -5 | 7 | 9
CCC(CC)C(=O)N1N=C(c2ccc(NS(C)(=O)=O)cc2)CC1c1ccccc1 (stereo not given) | -7 | 0 | -4 | 1.1 | -1 | 1.1 | -8 | -1 | -5
COc1cc2c3c(c1)C(C)CC(C)(C)N3C(=O)C2=O (stereo not given) | 0 | 2 | 0 | 0.84 | -3 | 0.92 | 8 | 8 | 16
CCN(CC)CCCN(Cc1cc2cc(OC)c(OC)cc2[nH]c1=O)C(=O)Nc1ccccc1 | 4 | 5 | -3 | 0.99 | -3 | 1.1 | -7 | 9 | 1
CCOC(=O)C1CCCN(c2nc3ccccc3nc2C(C#N)C(=O)OC(C)C)C1 (stereo not given) | -3 | 2 | -33 | 1 | 0 | 1.1 | -6 | 16 | 0
CCCn1c(SCC(=O)Nc2cc(C)on2)n[nH]c1=O | 3 | 3 | 0 | 0.93 | 2 | 1.1 | -8 | 19 | 7
NC1=NC(=O)C2(COC(c3cccc([N+](=O)[O-])c3)OC2)S1 (stereo not given) | -1 | 5 | 3 | 1.1 | -3 | 1.1 | -15 | 11 | -9
COc1ccc(-c2nc(N)nc(C(F)(F)F)c2-c2ccccc2OC)c(O)c1 | -9 | -2 | -2 | 1 | 1 | 1 | 0 | -3 | -2

Overlap with the part before: 2 entries, followed by the next part.
SMILES | APOBEC3G inh | APOBEC3A inh | SENP1 FRET inh | mIAP activ | MIN6 prolif | hIAP activ | hIAP inh | NLRP3 yeast inh | mIAP inh
NC1=NC(=O)C2(COC(c3cccc([N+](=O)[O-])c3)OC2)S1 (stereo not given) | -1 | 5 | 3 | 1.1 | -3 | 1.1 | -15 | 11 | -9
COc1ccc(-c2nc(N)nc(C(F)(F)F)c2-c2ccccc2OC)c(O)c1 | -9 | -2 | -2 | 1 | 1 | 1 | 0 | -3 | -2
CC(=O)c1ccc(NC(=O)COc2ccc3c(c2)OCO3)cc1 | -3 | 0 | -1 | 0.96 | -1 | 0.93 | 7 | 3 | 4
CCOC(=O)c1ccc(S(=O)(=O)NNC(=O)COc2cccc(C)c2)cc1 | -1 | 6 | 1 | 1 | 1 | 0.94 | 6 | 28 | -5
COc1ccc(NC(=O)COc2ccc(C(=O)OCC(=O)N(C(C)C)C(C)C)cc2OC)cc1 | -7 | 0 | -3 | 1.1 | 0 | 1.1 | -5 | 16 | -5
COc1ccccc1NC(=O)Nc1nc(CC(=O)NCc2cccnc2)cs1 | -6 | -1 | 0 | 0.93 | 3 | 1 | -2 | 26 | 7
CCOc1cc(N2C(=O)CC3CS(=O)(=O)CC32)c(OCC)cc1NC(=O)c1ccccc1 (stereo not given) | -5 | -3 | -2 | 1.1 | -1 | 1.1 | -14 | 30 | -10
Cc1ccc(-c2[nH]nc3c2C(c2ccccc2OC(=O)N2CCOCC2)C(C#N)=C(N)O3)cc1 (stereo not given) | -1 | 0 | . | 1.1 | -1 | 0.99 | 0 | -11 | -8
CC(=O)c1ccc(NC(=O)CSc2nnc(Cc3cccn3C)n2-c2ccc(F)cc2)cc1 | -8 | -1 | -1 | 0.81 | 6 | 0.94 | 6 | 10 | 19
O=C(Nc1cc(Cl)ccc1O)c1cc(-c2ccco2)on1 | -5 | 0 | 2 | 0.74 | 1 | 1.1 | -8 | 50* | 26
COc1ccc(CN2CCN(C(=O)c3ccc(S(=O)(=O)NCc4ccco4)cc3)CC2)cc1 | -12 | -2 | 2 | 0.97 | -2 | 1.2 | -24 | 16 | 3
COc1cc(OC)cc(-c2c(C#Cc3ccsc3)c3cc(-c4ccc(OC)c(F)c4)ccc3n2C)c1 | -3 | 1 | -1 | 0.91 | -3 | 1 | -4 | 17 | 9
O=C(NCCN1C(=O)S/C(=C\c2cccnc2)C1=O)c1cccc(OC(F)F)c1 | -5 | 1 | 1 | 0.81 | -2 | 1.1 | -7 | 3 | 19
CCOC(=O)c1c(NC(=S)NCCc2ccccc2)sc2c1CC(C(C)C)OC2 (stereo not given) | -8 | -1 | -2 | 0.93 | -6 | 0.96 | 4 | 10 | 7
CCN1CCN(CC(O)COc2ccc(Cl)cc2)CC1 (stereo not given) | -9 | -6 | 1 | 1.2 | -1 | 0.87 | 13 | 14 | -18
COc1ccc(NC(=O)/C(C#N)=C/c2ccc(Sc3nncn3C)c([N+](=O)[O-])c2)cc1 | -5 | -4 | 0 | 1.1 | -5 | 1.1 | -7 | 15 | -7
Clc1ccc(-c2nc(Cc3ccccc3Cl)no2)cc1 | -5 | -2 | 1 | 1 | -1 | 1.3 | -30 | 7 | -1
COC(=O)c1nc(N)sc1-c1ccc(OC)cc1 | -1 | 1 | 1 | 0.96 | 2 | 0.88 | 12 | 7 | 4
COc1ccc(N(CC(=O)NCCc2ccccc2)C(=O)CCC(=O)Nc2nccs2)cc1 | -6 | -3 | 1 | 0.95 | 1 | 1 | -5 | 1 | 5
Cc1cccc(N2CCN(C(=O)c3cnn4c(C(F)F)cc(-c5ccccc5)nc34)CC2)c1C | -11 | -2 | 2 | 0.87 | -6 | 1.1 | -6 | 14 | 13
O=C(NCCCc1ccccc1)c1cccc([N+](=O)[O-])c1 | -3 | -2 | 3 | 0.97 | -2 | 0.96 | 4 | 10 | 3
CCCCOc1ccc2c(c1)C(=O)c1cc(O)ccc1-2 | -5 | -2 | 1 | 0.8 | -5 | 0.9 | 10 | 61* | 20
CN1C=CC=C/C1=C1\SC(=S)N(Cc2ccccc2)C1=O | 3 | -1 | 3 | 0.86 | 1 | 1 | -5 | 23 | 14
CCOc1ccc(NC(=O)CN2C(=O)CSc3ccc(S(=O)(=O)N4CCCC4)cc32)cc1 | -2 | -4 | -1 | 0.99 | -2 | 0.92 | 8 | 15 | 1
CC(C)(Sc1cc(C(C)(C)C)c(O)c(C(C)(C)C)c1)Sc1cc(C(C)(C)C)c(O)c(C(C)(C)C)c1 | -2 | 4 | 4 | 1 | -5 | 1.1 | -8 | 18 | -4
O=C1CC(Nc2ccccc2)C(=O)N1CCc1ccccc1 (stereo not given) | -3 | -2 | 2 | 1 | -2 | 0.97 | 3 | 14 | -4
C(=N\n1cnnc1)/c1ccccc1OCCOc1ccccc1 | -4 | 1 | -3 | 1 | -1 | 1.2 | -16 | -2 | -2
Cc1cc(C)c2oc(C(=O)Nc3ccc(S(=O)(=O)N4CCC(C)CC4)cc3)cc(=O)c2c1 | -4 | -3 | 0 | 0.92 | -1 | 0.9 | 10 | 8 | 8
O=C(CCNC(=O)Cn1ccc2ccccc2c1=O)NCC1CCCC1c1ccccc1 (stereo not given) | 1 | 10 | 1 | 0.95 | -2 | 0.99 | 1 | -3 | 5
CCN(CC)C(=O)C(=O)N/N=C/c1cccs1 | -5 | -16 | -2 | 0.95 | 0 | 1.2 | -20 | 9 | 5
COc1cccc(C2/C(=C(\O)c3ccc4c(c3)OCCO4)C(=O)C(=O)N2CCCN2CCOCC2)c1OC (stereo not given) | -8 | -8 | 1 | 1 | -1 | 0.94 | 6 | 4 | -1
O=C(COc1ccc(Cl)cc1)NCCSCc1ccccc1Cl | -3 | 1 | 0 | 1 | 0 | 0.97 | 3 | 18 | -4

Compound activity: PubChem, Sanford-Burnham Center for Chemical Genomics
